Screening data: PubChem BioAssay, National Center for Advancing Translational Sciences (NCATS)
NPC1 prom act – qHTS Assay for NPC1 Promoter Activators. hit rate 2.4% among 320,000. Huh7 NPC1 promoter luciferase reporter, 24 h. AID 485313, 2010. Potency, µM (highest dose often 9.22 µM), inactives show top-dose activation, most hits filed as activators;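 further: potency means the concentration at half of the fitted maximal effect; % of control where 0% means no effect; nearly all actives have a fitted effect of over 60% in size; reporter is driven by a mutant NPC1 promoter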
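Cells: Huh7 expressing luciferase under the NPC1 promoter, 1500/well. Seeded 2 h, compound added, incubated 24 h at 37 °C. Luciferase reagent, 10 min ambient, then luminescence.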
VP16 counter – VP16 counterscreen qHTS for inhibitors of ROR gamma transcriptional activity | Drosophila S2 Gal4-VP16 UAS-luciferase, luminescence, 20 h | Potency, µM (series often up to 53.6 µM), without a hit: top-dose activity, negative = inhibition, hits mostly inhibitors | hit rate 3.5% among 310,000;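 further: Gal4-VP16 expression switched on by copper sulfate through the metallothionein promoter; potency means the concentration at half of the fitted maximal effect; on the % scale 0 is the no-effect control and ±100 the full control effect; nearly all actives have a fitted effect of over 50% in size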
TRPV1 agonist – HTS Assay for Compounds that Act as Agonists of the Vanilloid Receptor 1 | hit rate 0.19% among 320,000 | activation, % at 8.33 µM | TRPV1-expressing cells, Fluo-8 calcium influx, agonist mode; in the data active means activation above about 80%; inconclusive means between about 30% and that limit; further: 0% is about no effect
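TRPV1-expressing cells were cultured overnight at 35.5C and loaded with Fluo-8 calcium dye for 40 to 90 min at room temperature. After a 10 s baseline, compound was added and calcium influx was read kinetically for 3 min (ex 480/em 520 nm).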
Rab9 promoter act – qHTS Assay for Rab9 Promoter Activators. Huh7 Rab9 promoter-luciferase reporter, luminescence, 24 h. Potency, µM (titrated, usually from 9.22 µM), without a hit: at the top dose activation, negative = inhibition, usual class: activators. hit rate 2.8% among 320,000; further: potency means the concentration at half of the fitted maximal effect; % of control where 0% means no effect; nearly all actives have a fitted effect of over 60% in size
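Steps: seed 1500 Huh7 Rab9-luc cells per well, rest 2 h at 37 °C; add compound in DMSO; incubate 24 h; add luciferase reagent, 10 min ambient; read luminescence.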
ELG1 genotox – qHTS screen for small molecules that induce genotoxicity in human embryonic kidney (HEK293T) cells expressing luciferase-tagged ELG1 | Potency, µM (doses to about 46 µM), without a hit: top-dose activity change, positive = activation, usual class: activators | HEK293T ELG1-luciferase reporter, luminescence, 16 h | hit rate 1.3% among 330,000; further: potency means the concentration at half of the fitted maximal effect; % of control where 0% means no effect; nearly all actives have a fitted effect of over 60% in size
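Screening used a luciferase reporter fused to human ELG1 in HEK293T cells. Luminescence was read on a CCD plate imager after 16 hr exposure and 30 min ONE-Glo incubation.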
p53 reactivation – qHTS assay for re-activators of p53 using a Luc reporter; H1299 p53-A138V BP100-luciferase reporter, luminescence, 24 h; Potency, µM (series often up to 92.2 µM), for the others: at the top dose activity change, positive = activation, hits mostly activators; hit rate 0.063% among 320,000; further: potency means the concentration at half of the fitted maximal effect; % of control where 0% means no effect; nearly all actives have a fitted effect of over 45% in size
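H1299 (p53-null), stable ts p53-A138V + BP100-Luc; 1000 cells/well, Opti-MEM/10% FBS; cpd 4 pt, 1:5; 24 h, 37 deg C, 5% CO2; detection reagent 10 min RT; luminescence.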
RORg inh – qHTS for inhibitors of ROR gamma transcriptional activity; hit rate 5.4% among 310,000; Potency, µM (series often up to 53.6 µM), inactives show at the top dose activity change, negative = inhibition, usual class: inhibitors; Nuclear receptor ROR-gamma (Mus musculus), P51450; Drosophila S2 Gal4-RORgamma UAS-luciferase reporter, 20 h; further: potency means the concentration at half of the fitted maximal effect; on the % scale 0 is the no-effect control and ±100 the full control effect; nearly all actives have a fitted effect of over 60% in size
Target sequence (P51450 whole entry, looked up, the tested form may be a part): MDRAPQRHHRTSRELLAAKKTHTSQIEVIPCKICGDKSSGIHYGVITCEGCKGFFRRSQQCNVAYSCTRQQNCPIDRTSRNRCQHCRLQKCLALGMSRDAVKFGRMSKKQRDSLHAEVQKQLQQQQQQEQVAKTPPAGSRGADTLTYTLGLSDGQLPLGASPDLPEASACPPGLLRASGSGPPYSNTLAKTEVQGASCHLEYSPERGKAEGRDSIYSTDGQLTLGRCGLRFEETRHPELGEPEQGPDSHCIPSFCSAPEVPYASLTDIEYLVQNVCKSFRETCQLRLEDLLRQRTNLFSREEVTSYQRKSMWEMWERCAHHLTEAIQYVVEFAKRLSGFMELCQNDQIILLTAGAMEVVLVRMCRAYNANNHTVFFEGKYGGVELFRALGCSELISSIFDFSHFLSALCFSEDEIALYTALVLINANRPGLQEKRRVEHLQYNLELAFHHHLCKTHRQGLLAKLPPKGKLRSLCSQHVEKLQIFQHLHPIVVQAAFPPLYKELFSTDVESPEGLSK
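Luciferase reporter read in Schneider cells carrying Gal4-RORγ (mouse) and UAS-Photinus luciferase; cells given compound 1 h before 700 uM copper sulfate induction, then incubated 20 h at ambient temperature.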
Tb PFK block – qHTS Assay to Find Inhibitors of T. brucei phosphofructokinase; hit rate 0.17% among 330,000; ATP-dependent 6-phosphofructokinase (Trypanosoma brucei brucei), O15648; T. brucei PFK, ADP-Glo luminescence; Potency, µM (highest dose often 57.5 µM), for inactives: top-dose activity, negative = inhibition, usual class: inhibitors;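 further: potency means the concentration at half of the fitted maximal effect; 0% = uninhibited 1x PFK enzyme wells and -100% = no-enzyme wells; nearly all actives have a fitted effect of over 60% in size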
Target sequence (O15648 whole entry, looked up): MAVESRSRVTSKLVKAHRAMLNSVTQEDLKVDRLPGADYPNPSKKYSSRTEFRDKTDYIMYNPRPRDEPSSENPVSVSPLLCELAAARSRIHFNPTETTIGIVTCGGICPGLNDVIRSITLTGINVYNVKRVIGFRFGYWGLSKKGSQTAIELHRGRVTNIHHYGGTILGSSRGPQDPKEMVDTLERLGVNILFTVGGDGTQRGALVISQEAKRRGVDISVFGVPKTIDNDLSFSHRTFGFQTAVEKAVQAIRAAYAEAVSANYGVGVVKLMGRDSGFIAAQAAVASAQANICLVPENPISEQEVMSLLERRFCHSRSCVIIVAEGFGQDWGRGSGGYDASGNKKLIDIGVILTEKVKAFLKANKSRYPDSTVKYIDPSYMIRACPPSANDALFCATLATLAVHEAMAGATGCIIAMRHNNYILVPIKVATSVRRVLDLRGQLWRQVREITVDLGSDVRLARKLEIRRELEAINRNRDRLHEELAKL
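1.25 nM PFK with 0.5 mM F6P and 0.1 mM ATP in 0.1 M TEA pH 8.0, 5 mM MgCl2, incubated 45 min at room temperature; ADP measured by ADP-Glo luminescence; compounds titrated up to 57 uM.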
BRCA1 expr act – qHTS Assay to Identify Small Molecule Activators of BRCA1 Expression; MCF7-BRCA1-FFLuc reporter, luminescence, 48 h; response scale: scaled: vehicle 0%, 10 µM genistein 100%; Potency, µM (highest dose often 46.1 µM), for inactives: at the highest dose activation, hits mostly activators; hit rate 1.1% among 380,000; further: potency means the concentration at half of the fitted maximal effect; nearly all actives have a fitted effect of over 80% in size; some results filed as inactive show a strong effect at the top dose
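Activators of BRCA1 expression were detected as increased firefly luciferase luminescence in engineered MCF7 cells after 48 h compound incubation. Signals were scaled to genistein 10 microM as full activation.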
FLuc counter – qHTS profiling assay for firefly luciferase inhibitor/activator using purifed enzyme and Km concentrations of substrates (counterscreen for miR-21 project); Luciferin 4-monooxygenase (Photinus pyralis), P08659; hit rate 6.9% among 360,000; purified FLuc, Km substrates, luminescence inhibition; Potency, µM (series often up to 57.5 µM), without a hit: at the highest dose activity change, negative = inhibition, usual class: inhibitors; AID 588342, 2011;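 further: potency means the concentration at half of the fitted maximal effect; plate controls were vehicle for no effect and reference inhibitor for full effect; nearly all actives have a fitted effect of over 55% in size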
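Purified P. pyralis luciferase, 10 nM final, with Km-level 10 uM D-luciferin and 10 uM ATP in 50 mM Tris acetate pH 7.5, 10 mM Mg acetate, 0.01% Tween-20, 0.05% BSA; 6-point qHTS titration about 60 µM downward; luminescence read.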
ELG1 repair inh – qHTS screen for small molecules that inhibit ELG1-dependent DNA repair in human embryonic kidney (HEK293T) cells expressing luciferase-tagged ELG1; Potency, µM (highest dose often 46.1 µM), for inactives: at the top dose activity change, negative = inhibition, most hits filed as inhibitors; HEK293T ELG1-luciferase reporter, luminescence, 16 h; DNA damage induced by 5-fluorouridine; hit rate 2.3% among 330,000; AID 504467, 2011; further: potency means the concentration at half of the fitted maximal effect; on the % scale 0 is the no-effect control and ±100 the full control effect; nearly all actives have a fitted effect of over 55% in size
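In this reporter screen, reduction of luminescence relative to DMSO vehicle indicated activity. Compounds and 5-fluorouridine were added together to 2,000 cells per well, incubated for 16 hr at 37 °C, then developed with ONE-Glo.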
An asterisk follows results filed as active; ? = inconclusive; . = no result given; & = joins results of further samples; [ ] = dose if it differs, or a comment. Unless noted, the call rests on the fitted dose curve; in most records, active means well fitted curve in the direction sought with a large enough effect; inconclusive means small, poorly fitted or top-dose-only effect, or another doubt; inactive means no such curve, though single readings can be large; an effect the other way counts as inactive or inconclusive.

SMILES | NPC1 prom act | VP16 counter | TRPV1 agonist | Rab9 promoter act | ELG1 genotox | p53 reactivation | RORg inh | Tb PFK block | BRCA1 expr act | FLuc counter | ELG1 repair inh
O=C(/C=C/c1ccc(Br)cc1)c1ccc(NC2=NCCCS2)cc1 | 1% | ? | 3 | -4% | -14% | -20% | ? | 2% | -62%[inhibitor] | ? | ?
CC1CCCC(NC(=O)COC(=O)c2cc3ccccc3oc2=O)C1C (centres undefined) | . | . | . | . | 16% | ? | . | 0% | 92% | . | ?
O=C(CSc1nnc(-c2ccncc2)n1CCc1ccccc1)NCc1ccccc1 | -2% | -9% | -3 | -4% | -5% | -7% | -21% | 2% | -17% | ? | 0%
Cn1c(SCc2ccccc2Cl)nc2ccccc21 | 2.5µM* | -8% | 28 | ? | 5.8µM* | ? | ? | 0% | ? | 6µM* | ?
CC1=CC(=O)CC2C1(C)CCC(C)C2(C)CCC(C)CC(=O)O (centres undefined) | -2% | 9% | 5 | -5% | -2% | -4% | 8% | 1% | 1% | 2% | -14%
Cc1ccc(OCC(=O)N(Cc2ccccc2)C2CCS(=O)(=O)C2)c([N+](=O)[O-])n1 (centres undefined) | 1% | -3% | 0 | -3% | 4% | -8% | -18% | 9% | 13% | -1% | 15%
O=C(CSc1nc2ccccc2o1)NC(=O)NCc1ccco1 | 0% | -9% | -3 | -1% | -1% | 6% | -4% | -12% | 5% | -6% | 1%
Cn1c(/C(C#N)=C(\O)c2ccc([N+](=O)[O-])s2)nc2ccccc21 | ? | -2% | -2 | ? | 0% | 5% | -35% | 1% | 4% | 6% | 2%
CCc1ccc(NC(=O)C2CCN(S(=O)(=O)c3c(C)noc3C)CC2)cc1 | 0% | 5% | 16 | 0% | -8% | -9% | 12% | 0% | 4%&-19% | 3%&-1% | -17%
CC(C)c1onc(C(=O)Nc2cccnc2Cl)c1[N+](=O)[O-] | 1% | 8% | 6 | 2% | 0% | 5% | 21% | -3% | -7% | 1% | 8%
Cc1cc2ncc(S(C)(=O)=O)c(N)n2n1 | -1% | -7% | -2 | 2% | 1% | -3% | -5% | 1% | 6% | -3% | 2%
CCC(C)C(NC=C1C(=O)OC(C)(C)OC1=O)C(=O)O (centres undefined) | -6% | -7% | 2 | -1% | -2% | 8% | 6% | 4% | 12% | 5% | 0%
CCC1(CC)C(=O)NC(=O)NC1=Nc1ccccc1 | -3% | -1% | -4 | 0% | 2% | 7% | -2% | -1% | 0% | 0% | -6%
CN1CCc2nc(NC(=O)COc3ccc(C#N)cc3)sc2C1 | -3% | 0% | 3 | -1% | -2% | -1% | 1% | -6% | 5% | 0% | -5%
COc1cc(NC(C)=O)c2ncccc2c1[N+](=O)[O-] | -1% | ? | -5 | -2% | -2% | 3% | 4µM* | -1% | -8% | 0% | -28%
CN(Cc1ccccc1)C(=O)c1cc(=O)[nH]c2ccccc12 | -3% | -1% | 1 | -3% | 6% | -10% | -14% | -1% | 1% | 4% | -4%
CCc1cccc(C)c1NC(=O)COC(=O)C1CCN(S(=O)(=O)c2ccccc2)CC1 | -7% | . | -9 | -1% | 2% | 1% | . | 0% | -11% | 1% | 0%
COc1cccc(/C=N/Nc2nn3cnnc3c3ccccc23)c1 | 25% | 0% | -6 | 16% | 8% | -5% | -2% | 5% | 12% | 11µM* | ?
CCCCCOCC(O)CCC(=O)NN (centres undefined) | -4% | 6% | 0 | 5% | -1% | -6% | 0% | 4% | 6% | 2% | 6%
COc1ccc(NC(=S)Nc2cccc(S(=O)(=O)N3CCCCC3)c2)cc1 | 3% | ? | 4 | -1% | -1% | 15% | 18µM* | 6% | -19% | -17% | 4%
COC(=O)CN(C)C(=O)c1cccc(OC2CCN(S(=O)(=O)N(C)C)CC2)c1 | 2% | -8% | -1 | 5% | 0% | 2% | 6% | -1% | -2% | -7% | -5%
Cc1ccc(/C=C2\SC(=S)N(CCC(=O)N3CCCCC3)C2=O)cc1 | -10% | -2% | 0 | 1% | -5% | 2% | 0% | 6% | -10% | -2% | 10%
Cc1ccc(C(=O)NC2CC(C)(C)NC(C)(C)C2)cc1Cl | -4% | -10% | -5 | 4% | -9% | 11% | -8% | ? | 0% | -3% | -18%
COc1ccc(/C=N/N=C2/NC(=O)C(c3ccccc3)S2)c(OC)c1 (centres undefined) | -2% | -3%[0.365 µM] | -3 | -5% | 11% | 0% | 14µM* | -5% | -2% | 4% | 14%
CCN(C(=O)c1ccnn1C)c1ccccc1 | 0% | -3% | 1 | -4% | 3% | 1% | 0% | 2% | -12% | -2% | 11%
COc1ccc(OCC(=O)N2CCN(C(=O)c3cccs3)CC2)cc1 | -4% | -8% | -1 | -4% | 2% | 4% | -43% | -4% | 0% | -8% | 16%
CSc1ccccc1OCc1cc(C(=O)N2CCN(c3ncccn3)CC2)no1 | 1% | -2% | 1 | -4% | 17% | -7% | 39% | 3% | 76% | 1% | 0%
CC(=O)NS(=O)(=O)c1ccc(NC(=O)[C@@H]2CCCN2S(=O)(=O)c2ccc(Cl)cc2)cc1 | . | . | . | . | 1% | -3% | . | 0% | -7% | . | 13%
CCSC(=O)NC1CCCCC1 | 1% | 8% | -1 | 0% | 1% | 3% | 9% | 2% | 0% | 1% | 25%
COc1ccc([N+](=O)[O-])cc1N(CC(O)CN1CCOCC1)S(=O)(=O)c1ccccc1 (centres undefined) | -5% | -18% | -1 | -4% | 2% | 3% | -28% | -6% | 18% | 1% | -6%
COc1ccc(C)cc1N(C(=O)c1ccccc1)c1nc2ccccc2s1 | 2% | 4% | 5 | -3% | -3% | ? | -27% | -9% | -43% | 0% | -9%
CC(C)C(=O)Nc1nnc(SCC(=O)NC2CC2)s1 | 2% | 9% | -1 | 3% | 0% | 1% | -16% | -7% | 4% | 3% | 4%
CC(=O)Nc1ccc(NC(=O)COC(=O)C2CCCCC2)cc1 | . | . | . | . | 2% | 10% | . | -4% | -2% | . | ?
COC(=O)CSc1ccc(S(=O)(=O)N2CCOCC2)cc1[N+](=O)[O-] | -6% | -12% | -3 | -14% | 1% | -5% | -2%[10 µM] | 1% | 0% | -2% | -2%
COc1ccc(CN(C)C(C)C(=O)NC2CCCc3ccccc32)cc1 (centres undefined) | -6% | -3% | ? | -1% | -10% | 4% | -2% | -5% | -36% | -10% | ?
O=C(Nc1ccccc1N1CCOCC1)C1CCN(S(=O)(=O)c2cccc(C(F)(F)F)c2)CC1 | 13% | -19% | 0 | 1% | -2% | 1% | 34% | -1% | -46% | 4% | ?
O=C(CNC(=O)Cc1ccccc1)N=Nc1c(O)n(Cc2ccc3c(c2)OCO3)c2ccccc12 | 0% | -2% | 2 | 2% | ? | -14% | -17% | -3% | -26% | 0% | ?
Cc1nnc(N2C(=O)c3ccc(Br)cc3C2=O)s1 | 2% | 2% | 1 | 6% | 0% | 11% | -1% | 0% | -6% | -2% | 4%
O=C1NC2(CCCCC2)C(=O)N1/N=C/c1ccccc1Br | 11% | 9% | 3 | ? | ? | 24% | 21% | 5% | 37% | ? | ?
C/C=C/C=C/[C@H]1Cc2cc(O)cc(O)c2O1 | -2% | 3% | -3 | 2% | -7% | -3% | 12% | -10% | . | 2% | -18%
CS(=O)(=O)c1ccccc1COC(=O)Nc1ccc(Cl)cc1 | 19% | 1% | ? | 15% | 2% | 11% | 45% | -1% | 61% | ? | 8%
CCN1C(=O)/C(=C/c2cccs2)N(C)C1=S | 1% | 2% | 1 | 1% | 0% | 2% | -6% | -5% | -19% | -19% | ?
CSc1cccc(NC(=O)CCC(=O)O)c1 | 0% | -9% | -3 | -4% | -2% | 5% | -10% | 1% | 1% | 1% | 11%
COc1ccc(S(=O)(=O)N2CCN(C)CC2)cn1 | 5% | . | -5 | 1% | 1% | . | . | -1% | 6% | 1% | -6%
